MmCpn inh: Inhibitors of TCP-1 ring complex (TRiC) of Methanococcus maripaludis (MmCpn): qHTS; 330,000 compounds, 0.031% hits; Chaperonin Mm-Cpn (Methanococcus maripaludis); AID 504842, 2011; purified Mm-Cpn ATPase, ADP Transcreener TR-FRET; Potency, µM (titrated, usually from 76.9 µM), for inactives: at the highest dose activity, negative = inhibition, hits mostly inhibitors; also: potency is read from the fitted curve at half-maximal effect; % is scaled to controls: 0 for no effect and ±100 for the full control effect; nearly all actives have a fitted effect of over 80% in size
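Quantitative HTS used 25 nM Mm-CPN and 10 uM ATP in magnesium/KCl Tris buffer, pH 7.4, with 1 mM DTT. Hydrolysis ran 30 min at 37°C; ADP was read by HTRF.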
CCT chaperon mod: High-Throughput Screening for Modulators of Cytosolic Chaperonin Activity. purified chaperonin ATPase assay, HTRF ADP detection, 30 min. activity change, % (test concentration not listed), hits read low. 360,000 compounds, 0.3% hits; in the data active = activity change below about -30%; also: % is scaled to controls: 0 for no effect and ±100 for the full control effect
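First, chaperonin was dispensed at 40 nM or 20 nM final depending on batch activity. Next, compounds were pinned at 76 uM and ATP added at 10 uM. After 30 min at 37 °C, ADP detection reagents ran 30 min at ambient temperature.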
Akt phos inh: HTS Assay for Inhibitors of Akt Phophorylation: Primary Screen; activity change, % for hits at 50 µM; 360,000 compounds, 0.32% hits; Neuro2A IGF-stimulated pAkt S473 HTRF, 20 min; hits give low values; in the data active = activity change below about -80%; inconclusive = mostly about -51% to -80%; also: % is scaled to controls: 0 for no effect and ±100 for the full control effect
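Single-point screen (50 µM final compound) in Neuro2A cells stimulated 20 min with 6 nM IGF at 37 deg C. After lysis, Ser473-phosphorylated Akt read by HTRF (ex 330 nm, em 615/665 nm) as the 665/615 ratio.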
TGFb SMAD3 inh: qHTS for Inhibitors of TGF-b; Potency, µM (top dose mostly 46.1 µM), inactives show at the top dose activity, negative = inhibition, hits mostly inhibitors; AID 588855, 2011; 410,000 compounds, 1.2% hits; HepG2 CAGA-GFP TGF-b/SMAD3 reporter, GFP fluorescence, 18 h; TGF-beta stimulated, 500 pg/mL final; also: potency is read from the fitted curve at half-maximal effect; % is scaled to controls: 0 for no effect and ±100 for the full control effect; nearly all actives have a fitted effect of over 65% in size
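HEPG2 CAGA-GFP, 1000 cells/well; 2 h settle, 37 C; cpd via pin tool; TGF-b 500 pg/mL final; 18 h, 37 C; GFP imaging ex488/em500-530; %Activity normalised to -TGF-b and +DMSO controls; CRC fit, curve class.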
Abeta rescue: qHTS for compounds that reverse cellular toxicity of Amyloid beta (A-beta) peptide in yeast: Primary Screen | AID 1347071, 2019 | Potency, µM (titrated, usually from 46.1 µM), for the others: top-dose growth rescue, most hits filed as activators | 410,000 compounds, 0.063% hits | yeast expressing A-beta42, growth rescue, OD600, 48 h; response scale: 0% DMSO, 100% iron-clioquinol control; also: potency is read from the fitted curve at half-maximal effect; nearly all actives have a fitted effect of over 55% in size
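Growth rescue measured by 600 nm absorbance after 48 h yeast culture at 30 C with compound. Values normalized between DMSO and an equimolar ferric chloride plus clioquinol control.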
A549 tox: Nrf2 qHTS screen for inhibitors: counterscreen for cytotoxicity; 390,000 compounds, 0.16% hits; A549 ARE-Fluc cells, CellTiter-Fluor viability, 18-24 h; Potency, µM (titrated, usually from 46 µM), for inactives: at the top dose activity change, negative = cytotoxicity, hits mostly inhibitors; also: potency is read from the fitted curve at half-maximal effect; % is scaled to controls: 0 for no effect and ±100 for the full control effect
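A549 ARE-Fluc cells in 5% FBS OPTI-MEM, 5000 cells/well, rested 2 h then exposed to compounds in concentration-response for 18-24 h at 37 °C. Viability by CellTiter-Fluor fluorescence (Ex 405/Em 525) after 30 min; luciferase luminescence (BugLite, 15 min, RT) read afterwards.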
Nrf2 inh: Nrf2 qHTS screen for inhibitors; A549 ARE-Fluc reporter, luciferase luminescence, 18-24 h; Potency, µM (titrated, usually from 46 µM), inactives show at the highest dose activity change, negative = inhibition, most hits filed as inhibitors; 360,000 compounds, 2.1% hits; also: potency is read from the fitted curve at half-maximal effect; % is scaled to controls: 0 for no effect and ±100 for the full control effect; nearly all actives have a fitted effect of over 60% in size
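A549 ARE_Fluc cells (5000/well, 5% FBS OPTI-MEM) pre-incubated 2 h, then treated with compounds 18-24 h at 37C/5% CO2 in concentration-response. CellTiter-Fluor viability read first; BugLite luciferase luminescence after 15 min at room temperature gives Nrf2 activity.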
HepG2 tox: qHTS for Inhibitors of TGF-b: Cytotox Counterscreen; Potency, µM (top dose mostly 46.1 µM), inactives show top-dose activity change, negative = cytotoxicity, hits mostly cytotoxic; HepG2 CAGA-GFP viability, ATP luminescence, 18 h; 410,000 compounds, 0.76% hits; also: potency is read from the fitted curve at half-maximal effect; some results filed as inactive show a strong effect at the top dose
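CellTiter-Glo luminescence gave cytotoxicity after 18 hours at 37 degrees C. The cells were HepG2 CAGA-GFP in 1% FBS DMEM, stimulated with 500 pg/mL TGF-beta after compound addition. %Activity was normalised to no-cell wells (complete cell-killing) and DMSO (no toxicity), and curves were fitted and classified.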
Nrf2 ARE act: qHTS of Nrf2 Activators; AREc32 ARE-luciferase reporter (MCF7-derived line), luminescence, 24 h; Potency, µM (series often up to 46.1 µM), for inactives: at the highest dose activation, most hits filed as activators; 410,000 compounds, 0.31% hits; AID 624171, 2012; also: potency is read from the fitted curve at half-maximal effect; % of control where 0% means no effect; nearly all actives have a fitted effect of over 65% in size
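AREc32 cells carrying an ARE-driven firefly luciferase, 1000 cells/well in OPTI-MEM with 5% FBS, dosed after overnight attachment and incubated 24 hr at 37 deg C. Steady-Glo luminescence read after 30 min at RT.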
Starred values were filed as active, the others as inactive; i = inactive; ? = inconclusive; · = not tested or not shown. Unless noted, calls follow the shape of the dose curve; as a rule, active = well fitted curve in the direction sought with a large enough effect; inconclusive = small, poorly fitted or top-dose-only effect, or another doubt; inactive = no such curve, though single readings can be large; an effect the other way counts as inactive or inconclusive.

(1) CCCCn1cc(S(=O)(=O)c2ccc(OCC)cc2)c(=O)c2cc(OC)c(OC)cc21
(2) O=C(O)c1cccc(NC(=S)N/N=C/c2ccccn2)c1
(3) CCc1ccc(CN(C)C(=O)c2ccc3c(=O)n4c(nc3c2)CCC4)cc1
(4) CCOC(=O)CN1C(=O)COc2ccc(C(C)(C)C)cc21
(5) CN(C)CCCNC(=S)N(CCCO)Cc1cc2cc3c(cc2[nH]c1=O)OCO3
(6) O=C1NC(=O)C(c2ccc(Cl)cc2Cl)N1 (stereo unspecified)
(7) CCCCNC(=O)Cn1c(=O)c2c(ncn2CC)n(Cc2ccccc2)c1=O
(8) CCc1ccc(NC(=O)[C@H](Cc2c[nH]c3ccccc23)NC(=O)[C@@H]2Cc3ccccc3CN2)cc1
compound no.	1	2	3	4	5	6	7	8
MmCpn inh	·	0%	0%	-1%	1%	·	1%	-2%
CCT chaperon mod	·	-1.8	-1.7	-2.6	-1.4	0.3	-4.1	0.6
Akt phos inh	·	i	i	i	i	i	i	i
TGFb SMAD3 inh	-16%	3%	8%	-6%	-1%	20%	6%	-2%
Abeta rescue	-8%	27%	-1%	?	-12%	0%	-5%	-10%
A549 tox	-2%	0%	1%	?	19%	5%	-2%	2%
Nrf2 inh	2%	?	1%	1%	11%	7%	-8%	?
HepG2 tox	0%	-23%	30%	-12%	1%	1%	12%	-68%
Nrf2 ARE act	2.8%	-2.7%	-0.2%	-0.1%	0.1%	2.2%	0.2%	7.7%

Compounds from the list above with four or more nitrogen atoms, in the order listed:
(2) O=C(O)c1cccc(NC(=S)N/N=C/c2ccccn2)c1
(5) CN(C)CCCNC(=S)N(CCCO)Cc1cc2cc3c(cc2[nH]c1=O)OCO3
(7) CCCCNC(=O)Cn1c(=O)c2c(ncn2CC)n(Cc2ccccc2)c1=O
(8) CCc1ccc(NC(=O)[C@H](Cc2c[nH]c3ccccc23)NC(=O)[C@@H]2Cc3ccccc3CN2)cc1
compound no.	2	5	7	8
MmCpn inh	0%	1%	1%	-2%
CCT chaperon mod	-1.8	-1.4	-4.1	0.6
Akt phos inh	i	i	i	i
TGFb SMAD3 inh	3%	-1%	6%	-2%
Abeta rescue	27%	-12%	-5%	-10%
A549 tox	0%	19%	-2%	2%
Nrf2 inh	?	11%	-8%	?
HepG2 tox	-23%	1%	12%	-68%
Nrf2 ARE act	-2.7%	0.1%	0.2%	7.7%

Carrying on.
(9) Cc1cccc(C)c1NC(=O)c1cn(-c2ccccc2)nc1-c1ccccc1
(10) COc1ccc(-n2nnnc2SCC(=O)NCCc2ccccc2)cc1OC
(11) CCOc1ccccc1NC(=O)CN1c2ccccc2S(=O)(=O)c2ccccc21
(12) Cc1ccsc1C(=O)OCC(=O)c1cc(C)n(C)c1C
(13) Cc1sc(NC(=O)CSC2=NCCS2)nc1-c1ccccc1
(14) CCCCCOC(=O)c1ccc(OC(=O)c2cncc(Br)c2)cc1
(15) CCc1ccc(Nc2ncnc3sc4c(c23)CCCC4)cc1
(16) CC1=C(C(=O)OC2CCCCC2)C(c2cccc([N+](=O)[O-])c2)NC(=O)N1 (stereo unspecified)
compound no.	9	10	11	12	13	14	15	16
MmCpn inh	-1%	5%	·	-2%	-11%	-1%	·	2%
CCT chaperon mod	2.2	1.3	·	-4.2	0.2	-2.4	·	2.8
Akt phos inh	i	i	·	i	i	i	·	i
TGFb SMAD3 inh	-14%	-6%	?	15%	-4%	-4%	-3%	-24%
Abeta rescue	-1%	6%	-15%	-13%	8%	-18%	-14%	4%
A549 tox	1%	0%	-2%	6%	-17%	5%	14%	11%
Nrf2 inh	7%	?	?	?	?	?	·	?
HepG2 tox	13%	-4%	-1%	-5%	-30%	-12%	-25%	-36%
Nrf2 ARE act	0.4%	-0.2%	-0.3%	-3.5%	19%	-0.7%	0.5%	0.4%

(17) CS(=O)(=O)c1ccc(Cl)c(NC(=O)COC(=O)c2cccc(C#N)c2)c1
(18) Cc1ccccc1-c1nc(CNC(=O)Nc2ccccc2)c(C)o1
(19) COC(=O)c1c(NC(=O)Cc2cccs2)sc(C)c1C
(20) C/C(=N\NC(=O)c1nn(C)c(C)c1Br)c1ccc(NC(=O)c2ccc(C)s2)cc1
(21) COC(C[C@H]1O[C@H]1[C@@H](O)[C@@H](C)OCc1ccccc1)OC
(22) O=c1[nH]c2cc([N+](=O)[O-])c(NCCO)c([N+](=O)[O-])c2[nH]1
(23) COc1cc(/C=C2\SC(=S)N(Nc3ccccc3)C2=O)ccc1O
(24) CCc1cccc(CC)c1NC(=O)CSc1nnc(C2CC2)n1N
compound no.	17	18	19	20	21	22	23	24
MmCpn inh	2%	·	1%	2%	-6%	-10%	-2%	-1%
CCT chaperon mod	-2.4	·	-1.0	-2.3	0.4	-0.9	-1.6	1.1
Akt phos inh	i	·	i	i	i	i	i	i
TGFb SMAD3 inh	-1%	1%	18%	-5%	-9%	-5%	0%	-8%
Abeta rescue	-14%	12%	-13%	-19%	-11%	-19%	-5%	-10%
A549 tox	0%	-2%	3%	-3%	2%	13µM*	-22%	-6%
Nrf2 inh	-8%	·	2%	?	-1%	-13%	?	7%
HepG2 tox	2%	-16%	-31%	-12%	-3%	-9%	-21%	3%
Nrf2 ARE act	0.5%	7.3%	?	0.4%	0.4%	0.7%	29%	-0.7%

(25) Cc1ccc(S(=O)(=O)Nc2ccc(S(=O)(=O)Nc3ncccn3)cc2)cc1
(26) Cc1ccc(-c2cc(NC(=O)CSc3n[nH]c(N)n3)n(-c3ccccc3)n2)cc1
(27) CCOc1cccc(C(=O)Nc2nnc(S(=O)(=O)N(C)c3ccc(C)cc3)s2)c1
(28) Cc1cc(C)n2ncc(C(=O)NCCc3ccccc3)c2n1
(29) Cc1cc(C)nc(Nc2cccc(Cl)c2)n1
(30) CS(=O)(=O)c1ccc(C(=O)Nc2cc(-c3ccccc3)nn2-c2ccccc2)cc1
(31) Cc1cccc(-c2noc(-c3ccccc3OCC(=O)Nc3ccccc3[N+](=O)[O-])n2)c1
(32) Fc1ccccc1/C=C1\CCCC2=C1NC(=S)NC2c1ccccc1F (stereo unspecified)
compound no.	25	26	27	28	29	30	31	32
MmCpn inh	-1%	1%	·	·	1%	2%	·	-1%
CCT chaperon mod	-1.1	-3.2	·	-0.9	0.5	1.0	·	-1.9
Akt phos inh	i	i	·	i	i	i	·	i
TGFb SMAD3 inh	-5%	22%	0%	15%	7%	-7%	-20%	?
Abeta rescue	4%	-2%	-5%	13%	5%	1%	-14%	-4%
A549 tox	5%	-2%	4%	5%	-5%	-13%	21%	-13%
Nrf2 inh	1%	·	?	7%	-2%	15µM*	11%	8.2µM*
HepG2 tox	9%	-26%	-7%	-31%	-2%	-22%	-20%	-31%
Nrf2 ARE act	-0.4%	2.1%	-0.4%	12%	7.8%	3.3%	14%	3.0%

(33) CCC(CC)C(=O)Nc1nnc(S(=O)(=O)N(CC)c2ccc(OC)cc2)s1
(34) COc1cc(C2NC(=O)NC(c3ccccc3)=C2C(C)=O)c(Cl)cc1OCC(=O)O (stereo unspecified)
(35) Fc1cccc(/C=N/Nc2ccccn2)c1
(36) CCc1nc2c(OCCC3CCCCC3)cccn2c1N(C)C(=O)c1ccc(C)cc1
(37) O=C(N1CCOCC1)N1CCN(C(=O)N(c2ccccc2)c2ccccc2)CC1
(38) O=C(NCCCn1ccnc1)c1ccc(Cl)s1
(39) CCOc1ccc(C(=O)NCCC(=O)N2CCC3(CC2)NCCc2[nH]cnc23)cc1
(40) Cc1ccc2nc(N(CCCN(C)C)C(=O)c3cc(-c4cccs4)nc4ccccc34)sc2c1
compound no.	33	34	35	36	37	38	39	40
MmCpn inh	0%	0%	3%	·	-2%	0%	-2%	-6%
CCT chaperon mod	-1.3	-1.8	-2.4	-0.7	-0.6	-0.1	-1.7	-2.9
Akt phos inh	i	i	i	i	i	i	i	i
TGFb SMAD3 inh	-29%	-8%	0%	?	0%	5%	0%	16µM*
Abeta rescue	-1%	-1%	-10%	9%	9%	6%	-1%	-10%
A549 tox	4%	1%	1%	·	-1%	-5%	3%	?
Nrf2 inh	-12%	14%	?	·	6%	-9%	20%	?
HepG2 tox	-19%	-1%	-13%	20µM*	1%	6%	-1%	11µM*
Nrf2 ARE act	5.1%	-0.3%	7.1µM*	-2.2%	0.5%	-0.5%	-0.8%	-2.4%

(41) COc1ccc(N2CC(NC(=O)Nc3ccccc3)CC2=O)cc1 (stereo unspecified)
(42) O=C(COc1ccccc1Cl)N1CCN(c2ncccn2)CC1
(43) O=C(Nc1ccccc1N1CCOCC1)c1ccncc1
(44) O=C(Nc1ccc(Cl)cc1F)c1ccc(COc2c(F)c(F)c(F)c(F)c2F)o1
compound no.	41	42	43	44
MmCpn inh	-2%	2%	0%	-1%
CCT chaperon mod	-0.5	0.6	-0.8	-1.8
Akt phos inh	i	i	i	i
TGFb SMAD3 inh	-14%	-3%	23%	-20%
Abeta rescue	-25%	-5%	-17%	0%
A549 tox	10%	2%	8%	-6%
Nrf2 inh	-29%	7%	6%	4%
HepG2 tox	8%	-16%	38%	5%
Nrf2 ARE act	0.1%	0.5%	-0.4%	0.5%

Screening data deposited in PubChem BioAssay by National Center for Advancing Translational Sciences (NCATS).
